IMPase cell inh – cell-permeable inhibitors of inositol monophosphatase (IMPase) | P97697 | CHO-M1 cells, IP1 accumulation, HTRF TR-FRET ratio | inhibition (IP1 accumulation), % at 46.1 µM | 120,000 tested, under 10 active | AID 901; active = well fitted curve in the direction sought with a large enough effect in the signal ratio, not every such curve was filed as active; inconclusive = small, poorly fitted or top-dose-only effect, or a change in a side signal; inactive = no such curve, though single readings can be large or run the other way; the % refers to the signal ratio;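 note: cells stimulated with carbachol in lithium chloride buffer; plate controls were DMSO basal wells for no effect and reference inhibitor wells for full effect; higher means more IMPase inhibition seen as more IP1 and lower FRET ratio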
Target sequence (P97697 whole entry, looked up): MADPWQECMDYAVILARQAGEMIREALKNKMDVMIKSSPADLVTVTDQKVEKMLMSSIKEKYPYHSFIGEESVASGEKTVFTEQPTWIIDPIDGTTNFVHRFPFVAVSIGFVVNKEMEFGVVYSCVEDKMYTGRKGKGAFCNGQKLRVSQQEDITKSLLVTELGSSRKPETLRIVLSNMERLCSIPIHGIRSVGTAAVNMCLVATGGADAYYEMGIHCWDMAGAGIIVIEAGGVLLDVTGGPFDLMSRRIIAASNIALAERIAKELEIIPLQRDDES
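CHO-M1 cells (CHO stably expressing M1 receptor), compound up to 46 uM final, stimulated with carbachol (50 uM as added) in buffer with 50mM LiCl, pH 7.4, 30 min at 37C. Cytosolic IP1 read by TR-FRET; AC50 from Hill fits.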
ALOX12 inhib – inhibitors of human 12-lipoxygenase (ALOX12). Potency, µM (doses to about 57.1 µM), for inactives: at the highest dose activity change, negative = inhibition, hits mostly inhibitors. AID 1452. 150,000 tested, 0.12% active. purified 12-hLO, xylenol orange hydroperoxide absorbance. P18054; note: potency is the fitted concentration of half-maximal effect; nearly all actives have a fitted effect of over 55% in size; many of its hits are not listed in these tables
Target sequence (P18054 whole entry, looked up): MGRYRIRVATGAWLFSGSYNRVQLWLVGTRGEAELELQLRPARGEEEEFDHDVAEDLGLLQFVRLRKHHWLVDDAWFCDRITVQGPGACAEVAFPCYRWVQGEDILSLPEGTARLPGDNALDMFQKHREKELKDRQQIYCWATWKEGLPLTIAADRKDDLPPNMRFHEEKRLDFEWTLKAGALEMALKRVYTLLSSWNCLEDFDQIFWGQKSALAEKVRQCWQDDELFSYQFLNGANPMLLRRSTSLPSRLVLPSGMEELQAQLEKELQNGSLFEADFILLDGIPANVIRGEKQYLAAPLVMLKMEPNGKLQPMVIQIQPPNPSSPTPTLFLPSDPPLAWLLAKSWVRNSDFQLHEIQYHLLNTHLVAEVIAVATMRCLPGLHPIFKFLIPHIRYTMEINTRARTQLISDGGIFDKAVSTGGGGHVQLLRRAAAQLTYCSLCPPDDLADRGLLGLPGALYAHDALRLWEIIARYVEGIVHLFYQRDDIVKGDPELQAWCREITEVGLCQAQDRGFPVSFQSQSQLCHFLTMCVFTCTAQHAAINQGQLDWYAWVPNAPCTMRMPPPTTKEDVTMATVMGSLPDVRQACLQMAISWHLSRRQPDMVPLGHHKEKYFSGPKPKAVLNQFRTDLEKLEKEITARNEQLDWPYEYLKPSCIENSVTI
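Xylenol orange chromogenic assay: hydroperoxide from 12hLO oxidises Fe(II), giving red-shifted Fe(III)-XO absorbance. Conditions: 150 nM enzyme, 40 uM arachidonic acid, 25 mM Hepes pH 7.0, 0.01% Triton X-100, 30 min, room temperature.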
PNC inhibitor – blocks assembly of the perinucleolar compartment. PC3M PTB-GFP, PNC prevalence imaging, 16 h; stronger effect = lower value. activity change (PNC), negative = inhibition, % at 10 µM. 140,000 tested, 3.1% active. AID 2417;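 active = readout at or below -70, meaning at least 70% loss of cells showing the perinucleolar compartment, a nuclear body marking cancer cells; inconclusive = readout between -30 and a set limit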;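 note: plate controls were DMSO wells for no effect and camptothecin positive control wells for full effect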
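Read-out is percentage of cells bearing a perinucleolar compartment, from automated 20x imaging of fixed, Hoechst-stained PC3M PTB-GFP cells. Cells were seeded 4 h, then exposed 16 h to compound (23 nl of library stock) in duplicate plates.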
15-hLO-2 inh – 15-hLO-2 (ALOX15B) enzyme inhibition; 110,000 tested, 0.56% active; purified 15hLO-2, xylenol orange hydroperoxide absorbance; Potency, µM (highest dose often 57.1 µM), inactives show at the highest dose activity change, negative = inhibition, most hits filed as inhibitors; note: potency is the fitted concentration of half-maximal effect; nearly all actives have a fitted effect of over 60% in size; many of its hits are not listed in these tables
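Enzyme 50 nM, AA 45 uM, 25 mM Hepes pH 7.5 + 0.01% Triton X-100; cpd preinc 15 min RT, rxn 90 min RT; stop/detect with 200 uM XO + 300 uM Fe(II) in 50 mM H2SO4, 30 min; A573/A405.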
* hit, by the source's call; ? = inconclusive; · = no result given; & = joins results of further samples; [ ] = dose if it differs, or a comment. Unless noted, calls come from the whole dose curve; as a rule, active = well fitted curve in the direction sought with a large enough effect; inconclusive = small, poorly fitted or top-dose-only effect, or another doubt; inactive = no such curve, though single readings can be large; an effect the other way counts as inactive or inconclusive. Unless noted, % is set by controls: 0 for no effect and ±100 for the full control effect. These rows are one share of the data; count on the stated rates, not on these rows.

Under each structure – IMPase cell inh	ALOX12 inhib	PNC inhibitor	15-hLO-2 inh
> C=CCN(c1ccccc1Cl)S(=O)(=O)c1cccc(C(=O)NCCc2ccc(OC)cc2)c1
  ·	-4%	11	·
> Clc1cccc(CSc2nnc(-c3ccccn3)n2Cc2ccco2)c1
  19	-17%	?	-3%
> CC(C)NC(=O)CN(CCc1ccccc1)S(C)(=O)=O
  6	0%	?	-2%
> Cc1c(/C(O)=C2/C(=O)C(=O)N(CCN3CCOCC3)C2c2cccs2)cnn1-c1ccccc1 (stereo not given)
  ?	-13%	52	-7%
> CC(=O)NC1C(O)C[C@@](O)(C(=O)O)OC1[C@@H](O)C(O)CO (stereo not given in full)
  ·	3%	·	-7%
> COc1ccc(-c2cc(-c3nnc(-c4ccncc4)o3)c3ccccc3n2)cc1
  ·	3%	?	·
> COc1ccc(-c2cccc(C(=O)NCC(=O)O)c2)cc1
  -13	-5%	?	6%
> CCOc1ccc(NC(=O)CSc2nnnn2CC(=O)O)cc1
  -5	6%	?	·
> COc1ccc2ccccc2c1CN1CCN(C(=O)c2ccccc2)CC1
  2	-7%	-5	15%
> COc1ccc(NC(=O)NCc2ccccn2)cc1
  -8	-7%	-27	·
> CCC1=C2CC[C@H]3C(=O)N(CC)C(=O)[C@H]3[C@H]2[C@@]2(Cc3ccccc3)C(=NCc3ccccc3)OC(=O)N2C1=O
  ·	2%	·	-3%
> COc1ccc(Cl)cc1NC(=O)COC(=O)CCNC(C)=O
  2	0%	?	2%
> N#C/C(=C\c1cccs1)C(=O)NCc1cccnc1
  6	1%	12	·
> CN1CCN(Cn2cc(/C=C/C(=O)c3ccccc3)c3ccccc32)CC1
  5	-3%	5	-12%
> COc1ccccc1N1CCN(C(=O)c2cc3cc(Br)ccc3oc2=O)CC1
  4	2%	-22	-3%
> COc1cccc(CC(NC(C)=O)C(=O)NC2CCN(c3nc(C)cc(C)c3C#N)CC2)c1OC (stereo not given)
  -5	2%	?	-4%
> Cc1cc(Cl)ccc1NC(=O)CCCN1C(=O)CCC1=O
  -1	3%	5	-5%
> CCNS(=O)(=O)c1ccc(C)cc1
  ·	3%	·	-9%
> Cc1ccc(S(=O)(=O)NC(C(=O)Oc2ccc3ccc(=O)oc3c2)c2ccccc2)cc1 (stereo not given)
  ·	4%	-22	·
> Cc1cc(Cl)c(S(=O)(=O)NCC2CCCO2)cc1OCC(=O)NC1CCCCC1 (stereo not given)
  -10	1%	23	-6%
> COc1ccc(C(=O)Oc2ccc(C(C)=O)cc2)c(OC)c1
  12	-6%	-83*	-4%
> c1ccc2sc(NC3=NCN(C4CCCCCC4)CN3)nc2c1
  1	-1%	19	·
> O=C(CCc1ccccc1)N1CCCN(C(=O)CCc2ccccc2)CC1
  ·	4%	32	·
> CC1=NN(c2cccc(Cl)c2)C(=O)C12CC(C)=C(C)CS2 (stereo not given)
  2	-5%	-8	2%
> COc1ccc(OC)c(S(=O)(=O)N2CCC(C(=O)NCCc3ccccc3)CC2)c1
  5	-3%	-23	-2%
> COc1cccc(/C=c2\s/c(=C/C(=O)c3ccc(C)cc3)[nH]c2=O)c1OC
  -12	0%	14	·
> COC(=O)c1c(-c2cccs2)csc1NC(=O)c1cccnc1
  4	-5%	-100*	8%
> CCCCN1C(=O)Nc2ccccc2S1=O (stereo not given)
  ·	2%	-87*	·
> O=C(Oc1cc2oc(=O)c3c(c2cc1Cl)CCCC3)c1cccs1
  -16	-3%	9	·
> COC(=O)c1ccc(OS(=O)(=O)c2ccc(NC(C)=O)cc2)cc1
  ·	-2%	-2	·
> Cc1cc(Cl)c(S(=O)(=O)Nc2ccccn2)cc1OCC(N)=O
  9	4%	?	-6%
> CCOC(=O)N(NC(=O)C(O)(CC(C)C)CC(C)C)c1ccccc1
  2	-5%	6	·
> Cc1noc(C)c1S(=O)(=O)N1CCC(C(=O)NC2CCN(Cc3ccccc3)CC2)CC1
  1	2%	21	16%
> O=C(NCCCN1CCN(c2ccccc2F)CC1)C1CCC(=O)N1C1CCCC1 (stereo not given)
  ·	1%	61	·
> CCOC(=O)C1=C(C)NC(=O)C1CC(=O)O (stereo not given)
  -6	4%	-27	·
> CN(CC(O)COCc1ccc2c(c1)OCO2)C1CCCCC1 (stereo not given)
  ·	1%	-15	·
> CC(c1ccccn1)N(CCN(C)C)C(=S)Nc1cccc(F)c1 (stereo not given)
  3	1%	-2	17%
> O=C(O)Cc1csc(Nc2cccc(Cl)c2)n1
  4	0%	?	·
> COc1cccc(OCc2nnc(SC)n2C)c1
  4	-10%	-27	7%
> CC1CN(C(=O)c2cccc(S(=O)(=O)N3CCOCC3)c2)CC(C)O1 (stereo not given)
  -2	2%	?	1%

Part of the list above in order of length of the SMILES, highest first.
Under each structure – IMPase cell inh	ALOX12 inhib	PNC inhibitor	15-hLO-2 inh
> O=C(NCCCN1CCN(c2ccccc2F)CC1)C1CCC(=O)N1C1CCCC1 (stereo not given)
  ·	1%	61	·
> CC(c1ccccn1)N(CCN(C)C)C(=S)Nc1cccc(F)c1 (stereo not given)
  3	1%	-2	17%
> COc1ccc(C(=O)Oc2ccc(C(C)=O)cc2)c(OC)c1
  12	-6%	-83*	-4%

(more compounds)
Under each structure – IMPase cell inh	ALOX12 inhib	PNC inhibitor	15-hLO-2 inh
> Cc1ccc(NC(=O)Cn2c(O)c(N=NS(=O)(=O)c3ccc(C)cc3)c3ccccc32)cc1
  ·	-2%	?	·
> N#CCCCSc1nnnn1-c1cccc(Cl)c1
  -6	-12%	?	-2%
> CCNC(=O)c1sc(=S)n(CC)c1N
  -2	-3%	32	-9%
> CCOC(=O)C1CCN(S(=O)(=O)Cc2ccc(Cl)cc2)CC1
  -5	-3%	?	5%[2.29 µM]
> CCCc1cc(C(=O)Nc2nnc(C)s2)cs1
  -3	-5%	14	16%
> C[C@@H](CCC[C@@H]1SC[C@H]2NC(=O)N[C@H]12)C(=O)O
  ·	2%[11.4 µM]	·	-6%[11.4 µM]
> Nc1c(N=Nc2ccccc2F)c(=O)[nH]n1-c1ccccc1
  -4	-5%	8	-6%
> O=S1(=O)CCN(c2ccccc2CC(c2c[nH]c3ccccc23)c2c[nH]c3ccccc23)CC1
  ·	0%[11.4 µM]	·	-10%[11.4 µM]
> CC1CCc2c(sc3ncnc(NCCCOC(C)C)c23)C1 (stereo not given)
  -5	-4%	?	12%
> CC(=NCCN1CCOCC1)C1=C(O)c2ccccc2C1=O
  -3	4%	?	0%
> CN(C)Cc1cc(C(C)(C)C)cc(CNC2CCCCC2)c1O
  ·	3%[11.4 µM]	·	44%[activator][11.4 µM]
> Cn1nc(-c2ccccc2)c(C(=O)Nc2ccc(C(F)(F)F)cc2)c1Cl
  8	-8%	4	-4%
> COCCCNC(=O)c1cccc(OC)c1OC
  1	-2%	?	6%
> COc1ccc(-c2cn3c(C)c(C(=O)NCCN4CCOCC4)sc3n2)cc1
  ?	-1%	30	0%
> O=C(C[n+]1cccc(CNC(=O)c2ccc(OC(F)F)cc2)c1)Nc1ccc(SC(F)F)cc1
  ·	0%	44	·
> c1cc(-c2noc(CC3CCCCC3)n2)ccn1
  5	-8%	?	6%
> CC1=C(C(=O)Nc2ccc([N+](=O)[O-])cc2)C(c2cccc(C(F)(F)F)c2)NC(=S)N1c1ccccc1 (stereo not given)
  -3	22µM*	30	?
> CC(=O)N1[C@H](Cc2ccccc2)C=C[C@]1(C)C(=O)NCc1ccccn1
  ·	-2%&2%	16	7%
> CC(C)CC(OC(=O)c1ccco1)C(=O)NCC1CCCO1 (stereo not given)
  -2	-3%	?	3%
> CCOc1ccccc1CN(CCc1ccc2c(c1)OCO2)Cc1ccccn1
  21	-13%	?	44%[activator]
> Cc1ccc(/C=N/NC(=O)c2ccncc2)o1
  ·	-1%	-3	·
> Cc1cc(Nc2ccc(Cl)cc2)n(-c2ccccc2)n1
  1	-14%	-14	25%
> CN1C(=O)c2ccccc2N(C)C1c1ccc2c(c1)OCO2 (stereo not given)
  4	-3%	-16	3%
> CC(Oc1ccccc1)C(=O)NNS(=O)(=O)c1ccc([N+](=O)[O-])cc1 (stereo not given)
  ·	3%	237	·
> COc1ccc(-c2c(C)oc3ccc(C)cc23)cc1
  -3	-5%	-8	16%
> Cc1ccc(-n2c(O)c(C=NC3CCS(=O)(=O)C3)c3ccccc3c2=O)cc1 (stereo not given)
  3	4%	41	-9%
> Cc1cc(C)n(-c2c(F)c(F)c(COC(=O)c3ccccc3)c(F)c2F)n1
  12	-12%	12	12%
> CCCC/C=C/C(NC(=O)c1cccs1)c1ccccc1 (stereo not given)
  ·	-1%	·	12%
> N#CC1=C(N)NC(SCc2ccc(F)cc2)=C(C#N)C12CCCCC2
  10	-17%	-2	-18%
> COc1ccc(C(=O)Nc2ccc(S(=O)(=O)Nc3nccc(C)n3)cc2)cc1OC
  -7	11%	6	-8%
> CCCS(=O)(=O)N1CCC(C(=O)N2CCC(Cc3ccccc3)CC2)CC1
  -2	-1%	-5	6%
> COc1ccccc1NC(=O)C1=C(C)NC2=C(C(=O)CCC2)C1c1ccc(C)o1 (stereo not given)
  7	7%	?	-7%
> Cc1ccc(C(=O)Nn2cnc3scc(-c4cccs4)c3c2=O)c(O)c1
  -6	-11%	18	-13%
> Cn1ncc(Br)c1C(=O)NC12CC3CC(CC(C3)C1)C2
  ·	4%	?	·
> Cc1cc([N+](=O)[O-])ccc1NC(=O)Cc1ccc(F)cc1
  ·	-1%	125	·
> O=C(Oc1ccc2c(c1)OCO2)c1cc2c(s1)CCC2
  7	-10%	?	-18%
> COc1ccc(OC)c(NC(=O)c2cc(-c3ccc(C)cc3O)n[nH]2)c1
  -11	-7%	56	-10%
> Cc1ccc(NC(=O)Nc2cccc([N+](=O)[O-])c2)cc1F
  7	1%	2	·
> CCC(=O)Nc1nnc(-c2ccc(OC)cc2)o1
  -8	7%	31	-7%
> O=C(CSc1ncnc2sc3c(c12)CCCC3)c1ccco1
  5	-29%	?	-6%
> Cc1ccc(S(=O)(=O)N(CC(=O)Nc2cccc(N(C)S(C)(=O)=O)c2)c2ccc(Cl)c(Cl)c2)cc1
  -1	-12%	?	0%
> COc1ccc(/C=C/C(=O)NC(=S)NCCc2ccc(OC)c(OC)c2)cc1
  4	2%	23	-29%
> OCCN1CCN(c2ncnc3nc[nH]c23)CC1
  11	-6%	3	-5%
> CN(C(=O)CCN1C(=O)c2ccccc2C1=O)C1CCCCC1
  -1	1%	24	-7%
> CCC(=O)NC(=S)Nc1ccc(S(=O)(=O)NC(C)C)cc1
  6	-5%	6	-5%
> COc1ccc(S(=O)(=O)N(Cc2ccccc2)Cc2nc(-c3ccccc3)no2)cc1
  5	0%	-23	-3%
> O=CNc1ccccc1Oc1ccccc1
  -5	-2%	-20	-2%
> CCOC(=O)CSc1nnc(CCCCCN2C(=O)c3cccc4cccc(c34)C2=O)o1
  ·	0%	52	·
> COc1ccc(NC(=O)/C(=C/c2cccnc2)NC(=O)c2cccs2)cc1
  -2	-5%	34	·
> CCN(CC)c1ccc(-c2nn3c(-c4ccccc4OC)nnc3s2)cc1
  -1	-14%	?	25%
> CC1(C)CC2CC(C)(CN2C(=O)c2cccs2)C1 (stereo not given)
  ?	-1%	0	-4%
> Cc1cccc(OCC(=O)N2CCOCC2)c1
  ·	1%	40	·
> COc1ccc(NS(=O)(=O)c2cc(NC(=O)[C@@H](NC(=O)c3ccccc3)C(C)C)ccc2C)cc1
  ·	-2%	-15	·
> Cc1ccc(NC(=O)Cc2cn3ccsc3n2)nc1
  -1	5%	9	-6%
> O=C(CN1C(=O)c2ccccc2S1(=O)=O)NCCSCc1ccco1
  -4	-1%	-6	-19%
> COc1cc(/C=C(\C#N)C(N)=O)cc(CSc2nc3ccccc3s2)c1O
  4	-8%	·	-12%
